Apaf-1 inh: inhibitors of human Apaf-1 apoptosome; O14727; reconstituted apoptosome caspase-3 activity, DEVD-Rh110 fluorescence; inhibition, % at 20 µM; hit rate 0.71% among 330,000; AID 489030; active = inhibition of at least 40% at 20 µM;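 note: plate controls were DMSO wells for no effect and DEVD-CHO caspase inhibitor wells for full effect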
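Medium: Hepes buffer, pH 7.5 / System: biochemical Apaf-1 apoptosome reconstitution / Measured by: Rh110 fluorescence, excitation 480 nm, emission 540 nm / Times: compound with Apaf-1, dATP, procaspase-3 30 min, then 50 min reaction, room temperature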
SENP8 block-1: inhibitors of human SENP8 protease; Q96LD8; purified SENP8, Z-RLRGG-aminoluciferin cleavage, luminescence; inhibition, % at 10 µM; hit rate 1.2% among 330,000; AID 2540; in the data active = inhibition above about 50%
Target sequence (Q96LD8 whole entry, looked up): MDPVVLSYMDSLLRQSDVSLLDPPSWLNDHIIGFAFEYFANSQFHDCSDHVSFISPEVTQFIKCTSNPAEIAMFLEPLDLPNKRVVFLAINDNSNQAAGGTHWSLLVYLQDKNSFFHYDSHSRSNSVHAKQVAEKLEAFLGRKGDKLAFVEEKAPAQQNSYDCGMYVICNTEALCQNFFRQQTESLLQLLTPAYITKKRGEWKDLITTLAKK
APOBEC3G inh: inhibitors of human APOBEC3G DNA deaminase. Q9HC16. recombinant A3G, ssDNA deamination FAM/TAMRA fluorescence. inhibition, % at 20 µM. hit rate 0.28% among 330,000;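 active = inhibition of at least 40% at 20 µM, with no more than 30% in the related APOBEC3A deaminase screen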;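 note: plate controls were DMSO wells with A3G for no effect and wells lacking A3G enzyme for full effect; some compounds called inactive have numbers as strong as hits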
Target sequence (Q9HC16 whole entry, looked up): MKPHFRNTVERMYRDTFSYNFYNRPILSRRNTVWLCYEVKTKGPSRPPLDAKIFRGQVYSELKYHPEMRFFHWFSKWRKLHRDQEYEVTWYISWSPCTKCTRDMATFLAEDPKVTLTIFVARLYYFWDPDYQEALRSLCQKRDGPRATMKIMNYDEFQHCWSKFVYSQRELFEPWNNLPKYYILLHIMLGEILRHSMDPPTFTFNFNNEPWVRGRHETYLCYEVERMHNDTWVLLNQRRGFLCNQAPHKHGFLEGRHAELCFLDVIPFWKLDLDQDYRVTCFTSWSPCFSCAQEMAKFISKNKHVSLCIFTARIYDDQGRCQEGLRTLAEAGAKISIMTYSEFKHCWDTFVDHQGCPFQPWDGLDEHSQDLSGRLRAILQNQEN
UBC13 inh: blocks human UBC13 polyubiquitin chain formation; inhibition, % at 20 µM; TR-FRET; P61088; hit rate 0.47% among 330,000; AID 485273; in the data active = inhibition above about 45%, passing the limit was not always enough
SENP6 block: blocks the human protease SENP6. inhibition, % at 10 µM. Q9GZR1. AID 2599. hit rate 1.8% among 330,000. Recombinant SENP6 catalytic domain, aminoluciferin luminescence;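 active = inhibition above about 50% at the single tested dose, limit read from the data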;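 note: plate controls were DMSO wells with enzyme for no effect and DMSO wells lacking enzyme for full effect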
SENP8 block-2: blocks human SENP8 cleavage of Nedd8 substrate. inhibition, % at 20 µM. AID 602440. Q96LD8. hit rate 0.64% among 360,000. recombinant SENP8, Nedd8 substrate fluorescence; in the data active = inhibition mostly above about 40%, no sharp cut-off; inactive = mostly below about 27%
SENP7 block: blocks the human protease SENP7; inhibition, % at 5 µM; AID 434973; hit rate 1.5% among 330,000; recombinant SENP7, Z-RLRGG-aminoluciferin luminescence, 40 min;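 active = inhibition above about 50% at the single test dose, limit read from the data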;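 note: plate controls were DMSO with enzyme for no effect and no enzyme buffer wells for full effect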
Target sequence (Q9BQF6 706-1050 limits assumed): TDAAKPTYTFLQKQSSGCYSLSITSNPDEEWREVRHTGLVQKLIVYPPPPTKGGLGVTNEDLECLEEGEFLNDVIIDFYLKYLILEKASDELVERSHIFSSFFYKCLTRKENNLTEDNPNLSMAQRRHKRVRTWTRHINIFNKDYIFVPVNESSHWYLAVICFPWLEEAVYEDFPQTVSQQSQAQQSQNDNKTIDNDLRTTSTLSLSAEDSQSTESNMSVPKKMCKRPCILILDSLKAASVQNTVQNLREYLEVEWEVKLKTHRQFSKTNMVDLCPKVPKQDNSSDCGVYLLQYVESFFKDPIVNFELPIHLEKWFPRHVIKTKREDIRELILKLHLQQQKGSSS
SENP1 inh: SENP1 (human) catalytic domain inhibition; inhibition, % at 10 µM; recombinant SENP1 catalytic domain, CyPet-SUMO1-YPet FRET cleavage; hit rate 0.21% among 360,000; Q9P0U3; AID 624204;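 active = inhibition at least 30% at 10 µM, raw YFP signal under a set limit, fluorescence ratio 0.5 to 1.5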;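 note: 0% = enzyme with DMSO and 100% = no enzyme wells; some results filed as inactive read as strong as hits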
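Assay system: hSENP1 catalytic domain, recombinant. Amount: SENP1 enzyme, 20 pM final. Schedule: 50 min reaction, RT, dark. Technique: FRET, CFP and YFP emission. Control set: no-enzyme wells low, DMSO-plus-enzyme wells high control.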
Starred values were filed as active, the others as inactive; . = no result given.

canonical_smiles | Apaf-1 inh | SENP8 block-1 | APOBEC3G inh | UBC13 inh | SENP6 block | SENP8 block-2 | SENP7 block | SENP1 inh
CCN(CC)C(=O)c1[nH]cnc1C(=O)Nc1cccc(Cl)c1 | -3 | 11 | -9 | 23 | -2 | 14 | -12 | 2
CC(=O)N1CCN(S(=O)(=O)c2cccc(C(=O)Nc3ccc(F)c(F)c3)c2)CC1 | 2 | 1 | -12 | 8 | -13 | 3 | -5 | -1
C/C(=N\NS(C)(=O)=O)c1ccc(C)cc1 | -4 | 4 | -1 | 1 | 10 | 21 | 2 | 0
CC1Cc2ccccc2N1Cc1cc(=O)c(OCC(=O)NCCc2ccccc2)co1 (stereo unspecified) | 6 | -8 | -8 | 3 | -11 | 9 | -1 | 1
COc1ccccc1NC(=O)CN1CCCCCC1 | 10 | -4 | -6 | 6 | -14 | 10 | 0 | -1
COc1ccc(CCC(=O)OCC(=O)N2CCN(S(=O)(=O)c3ccc(C)cc3C)CC2)cc1 | 9 | -2 | -8 | 12 | 4 | 3 | 4 | 2
O=[N+]([O-])c1cccnc1Sc1ccc(Br)cc1 | -10 | -2 | -2 | -4 | 3 | 25 | 5 | 12
CCCCNC(=O)Oc1cc(CCl)on1 | 2 | -9 | -2 | -20 | -11 | . | -4 | .
CC(C)C(=O)Nc1nnc(SCC(=O)N2C(C)CCCC2C)s1 (stereo unspecified) | 10 | -4 | -5 | -6 | 4 | 5 | -7 | 2
Cn1cnnc1SCC(=O)Nc1cccc(S(=O)(=O)N2CCOCC2)c1 | 2 | -2 | 0 | -4 | -4 | 17 | 8 | -1
Nc1nc(NCC2CCCO2)nc(Nc2ccc(Cl)cc2)c1[N+](=O)[O-] (stereo unspecified) | -5 | 2 | 0 | -4 | 8 | 23 | -3 | -1
O=C(NC(Cc1c[nH]c2ccccc12)C(=O)O)/C(=C/c1ccc(F)cc1)NC(=O)c1ccccc1 (stereo unspecified) | -12 | -1 | -9 | 20 | -8 | -1 | -3 | 1
Cc1ccc(NC(=O)Nc2cccnc2)cc1 | -3 | -17 | -5 | -2 | 19 | 15 | 5 | -4
O=C1c2ccccc2C(=O)N1CCCc1c[nH]c2ccc(Cl)cc12 | 5 | 2 | -4 | -1 | -35 | 17 | -2 | -4
CC(=O)NC1C(Oc2ccc3c(C)cc(=O)oc3c2)OC(COC(C)=O)C(OC(C)=O)C1OC(C)=O (stereo unspecified) | -3 | 2 | -2 | 2 | 5 | -12 | 11 | 0

Random excerpt: four compounds from above
canonical_smiles | Apaf-1 inh | SENP8 block-1 | APOBEC3G inh | UBC13 inh | SENP6 block | SENP8 block-2 | SENP7 block | SENP1 inh
CC(=O)NC1C(Oc2ccc3c(C)cc(=O)oc3c2)OC(COC(C)=O)C(OC(C)=O)C1OC(C)=O (stereo unspecified) | -3 | 2 | -2 | 2 | 5 | -12 | 11 | 0
O=C(NC(Cc1c[nH]c2ccccc12)C(=O)O)/C(=C/c1ccc(F)cc1)NC(=O)c1ccccc1 (stereo unspecified) | -12 | -1 | -9 | 20 | -8 | -1 | -3 | 1
Cc1ccc(NC(=O)Nc2cccnc2)cc1 | -3 | -17 | -5 | -2 | 19 | 15 | 5 | -4
Cn1cnnc1SCC(=O)Nc1cccc(S(=O)(=O)N2CCOCC2)c1 | 2 | -2 | 0 | -4 | -4 | 17 | 8 | -1

The list continues.
canonical_smiles | Apaf-1 inh | SENP8 block-1 | APOBEC3G inh | UBC13 inh | SENP6 block | SENP8 block-2 | SENP7 block | SENP1 inh
CC(C)(C)NC(=S)N1CCC(C(=O)c2ccc(Cl)cc2)CC1 | 0 | 4 | -12 | 8 | 21 | 18 | 2 | 2
Cc1cccc(NC(=O)C2C3C=CC(C4CC34)C2C(=O)O)c1 (stereo unspecified) | -7 | 0 | -2 | 1 | 16 | 14 | -2 | -1
Cc1nc(-c2cccnc2)sc1C(=O)Nc1cccc(C(F)(F)F)c1 | 4 | 8 | -7 | 4 | 4 | -3 | -1 | -8
Cc1ccc(C2C(C#N)=C(N)N(c3cccnc3)C3=C2C(=O)CCC3)c(C)c1 (stereo unspecified) | -7 | -9 | -9 | -2 | -19 | -134 | -7 | -47
N#CCC(=O)N/N=C/c1ccc(Cl)cc1 | -24 | 0 | -7 | 2 | -17 | 14 | 5 | 1
O=C(NCc1ccco1)c1nn2c(C(F)(F)F)cc(-c3cccs3)nc2c1Br | 16 | -6 | 0 | -10 | -5 | -125 | -8 | 6
CCN(Cc1ccccc1)C(=O)c1ccc(Cl)cc1[N+](=O)[O-] | -4 | 2 | -10 | 9 | -36 | 3 | 4 | 3
Cc1cc(C)nc(NC(=O)/C=C/c2ccccc2Cl)c1 | 6 | -4 | 1 | 0 | 83* | 3 | 81* | 9
CCCCCCC(=O)Oc1cccc(N2C(=O)C3CCCCC3C2=O)c1 (stereo unspecified) | 11 | -15 | -4 | -1 | -19 | 6 | -5 | 3
CCOC(=O)c1cc(C)n(-c2ccccc2)c1C | -3 | -4 | 6 | 2 | -7 | 21 | 6 | 0
COCC(=O)NC1CCN(C(=O)Nc2ccc(Br)cc2)CC1 | 3 | -5 | -6 | 0 | -16 | 9 | -2 | 1
CCCNc1c(NS(=O)(=O)c2ccc(Br)cc2)c(=O)oc2ccccc12 | 6 | -3 | -5 | -1 | 0 | 11 | -2 | 1
CCn1c(SCC(=O)N/N=C/c2cc(OC)c(O)c(OC)c2)nc2ccccc21 | -10 | -13 | 0 | 6 | -8 | 3 | -3 | 0
CCCNC(=O)COC(=O)c1cccnc1Nc1ccccc1F | 4 | -6 | 4 | 1 | -1 | -3 | 0 | 4
COCC(=O)Nc1ccc(Nc2ccccc2)cc1 | 6 | 7 | -4 | 3 | 0 | 22 | 5 | 3

Given with values under each structure: seven of the compounds above
Below each compound: Apaf-1 inh	SENP8 block-1	APOBEC3G inh	UBC13 inh	SENP6 block	SENP8 block-2	SENP7 block	SENP1 inh
Cc1cc(C)nc(NC(=O)/C=C/c2ccccc2Cl)c1
  6	-4	1	0	83*	3	81*	9
CCCCCCC(=O)Oc1cccc(N2C(=O)C3CCCCC3C2=O)c1 (stereo unspecified)
  11	-15	-4	-1	-19	6	-5	3
CCOC(=O)c1cc(C)n(-c2ccccc2)c1C
  -3	-4	6	2	-7	21	6	0
COCC(=O)NC1CCN(C(=O)Nc2ccc(Br)cc2)CC1
  3	-5	-6	0	-16	9	-2	1
CCCNc1c(NS(=O)(=O)c2ccc(Br)cc2)c(=O)oc2ccccc12
  6	-3	-5	-1	0	11	-2	1
CCn1c(SCC(=O)N/N=C/c2cc(OC)c(O)c(OC)c2)nc2ccccc21
  -10	-13	0	6	-8	3	-3	0
CCCNC(=O)COC(=O)c1cccnc1Nc1ccccc1F
  4	-6	4	1	-1	-3	0	4

Later entries:
canonical_smiles | Apaf-1 inh | SENP8 block-1 | APOBEC3G inh | UBC13 inh | SENP6 block | SENP8 block-2 | SENP7 block | SENP1 inh
CCCC(c1nnnn1Cc1ccco1)N1CCN(c2ccccc2)CC1 (stereo unspecified) | 4 | 1 | -5 | 2 | 6 | 10 | -8 | 1
COc1ccccc1CNC(=O)C1CCC(=O)N(CCCN2CCCC2=O)C1 (stereo unspecified) | -6 | 5 | -5 | 2 | -4 | 12 | -4 | 2
COC(=O)c1ccc(Oc2ccc3nnc(C)n3n2)cc1 | 19 | -8 | -1 | -12 | -8 | -59 | -11 | 4
COc1ccccc1CCNC(=O)c1nccnc1C(=O)O | -6 | 10 | -8 | 8 | -6 | 22 | -3 | 0
CC(=O)OC(C(=O)NC1CCCCC1)c1ccccc1 (stereo unspecified) | -3 | 4 | -4 | -3 | -1 | 17 | 1 | 1
S=C(Nc1ccc(Cl)cc1Cl)N1CCN(c2ccccn2)CC1 | -6 | 0 | -2 | 6 | 8 | 21 | -4 | 3
CSc1nnc(-c2cc(Br)ccc2N=Cc2c(C)[nH]n(-c3ccccc3)c2=O)c(=O)[nH]1 | 21 | 2 | -3 | -13 | 12 | 16 | 6 | 2
COCC(C)n1c(C)cc(C(=O)CSc2ccc(NC(C)=O)cc2)c1C (stereo unspecified) | 6 | -13 | -8 | -7 | -29 | 8 | 11 | 1
CC(C)(C)OC(=O)CNC(=O)c1nc[nH]c1C(=O)N1CCN(c2ccccc2)CC1 | -3 | 5 | -9 | 2 | -6 | 7 | -2 | 0
COC(=O)Cc1c(C)c2ccc(OCc3nn[nH]n3)c(C)c2oc1=O | -2 | -7 | -6 | 7 | -7 | -276 | -11 | -13
Cc1ccc(OCCCCn2c(CO)nc3ccccc32)cc1 | 6 | -2 | -3 | 4 | 0 | 19 | 7 | 3
Cc1cccc(C)c1NC(=O)CN(C)C(C)C(=O)NCC(=O)Nc1ccc(F)c(F)c1F (stereo unspecified) | -2 | 3 | -4 | -56 | 0 | 3 | 8 | 1
O=Nc1ccc(NOC(=O)c2ccccc2Br)cc1 | 1 | -50 | -2 | -3 | -36 | 19 | 2 | 3
COc1ccccc1N(C)S(=O)(=O)c1ccc(C(=O)NCc2ccc3c(c2)OCO3)cc1 | 11 | 6 | -2 | 7 | 5 | 8 | 6 | 2
C=CCn1c(SCC(C)=O)nc2scc(-c3ccco3)c2c1=O | 19 | -4 | 18 | -3 | -20 | -14 | -5 | -14
CCSc1cc(C)nc2c(-c3ccc(Cl)cc3)c(C)nn12 | -7 | -2 | -1 | 8 | 12 | -178 | 1 | -20
COc1ccc(Br)cc1CNC(=O)C1CCN(S(=O)(=O)N2CCC(C)CC2)CC1 | 9 | 6 | -4 | 3 | -2 | 7 | 3 | 0
CC(C)CCn1nnnc1C(c1ccccc1)N1CCN(C)CC1 (stereo unspecified) | 8 | -6 | -3 | -6 | 4 | 7 | -6 | 1
O=C(CC(=O)NN=C1CCCC1)NCCc1ccccc1 | -2 | 1 | -7 | 4 | -9 | 17 | 2 | 0
O=C(CCC(F)(F)F)N1CCCC(CO)(CCc2ccccc2)C1 (stereo unspecified) | 6 | 4 | -5 | -1 | 6 | 7 | 0 | 1
CCCC(=O)NC(=S)Nc1cccc(NC(=O)c2ccc(Cl)cc2Cl)c1 | 10 | 6 | -6 | -4 | 14 | 27 | 7 | 0
Cc1ccc(S(=O)(=O)N(CC(=O)Nc2cccc([N+](=O)[O-])c2)Cc2ccc(Cl)cc2)cc1 | 12 | 1 | -5 | -9 | 3 | -2 | 6 | 1
N#Cc1ccc(-n2nccc2-c2cnc3n(c2=O)CCS3)cc1 | 8 | -9 | -4 | -14 | -9 | 10 | -5 | 1
CS(=O)(=O)N1CCN(C(=O)c2cc(-c3ccncc3)nc3ccc(Cl)cc23)CC1 | -9 | -6 | -9 | 0 | -17 | 4 | -8 | -1
COCCCNC(=O)COc1cc2c(c3oc(=O)c(C)c(C)c13)CCC(C)(C)O2 | 2 | 6 | -7 | 13 | 19 | -288 | 0 | 1
CN1CCN(CCCNC(=O)c2ccc(Cn3c(=S)[nH]c4ccc(Br)cc4c3=O)cc2)CC1 | 13 | 1 | 1 | 28 | -16 | 18 | -9 | 4
COc1ccc(S(=O)(=O)N2CCC(C(=O)NCc3ccncc3)CC2)cc1Cl | 4 | 3 | 4 | 2 | -36 | 12 | 4 | -2
